# Growth percent in the NCI-60 one-dose screen (48 h, 10 µM unless noted): 100 = growth as untreated, 0 = no growth, -100 = all killed.
# SW-620 = SW-620 colon cancer; 82,000 tested, 5.2% active; AID 1794795
# UO-31 = UO-31 renal cancer; 81,000 tested, 5.2% active; AID 1794768
# HCT-116 = HCT-116 colon cancer | 82,000 tested, 7.3% active
# TK-10 = TK-10 renal cancer cells. 81,000 tested, 3.9% active
# HCT-15 = HCT-15 colon cancer. 82,000 tested, 5.2% active
# HT29 = HT29 colon cancer. 81,000 tested, 7.4% active. AID 1794748
# SN12C = SN12C renal cancer cells; 81,000 tested, 3.8% active; AID 1794767
# HCC-2998 = HCC-2998 colon cancer | 79,000 tested, 4.7% active | AID 1794799
# 786-0 = 786-0 renal cancer cells; 81,000 tested, 5.1% active
# * hit, by the source's call; x = no result given; & = joins results of further samples. Rule for the calls: active = growth percent below 10; inactive = the rest.
SMILES,SW-620,UO-31,HCT-116,TK-10,HCT-15,HT29,SN12C,HCC-2998,786-0
N=C1CC(=O)NN1C(=O)CSc1nc2sc3c(c2c(=O)n1-c1ccc(Cl)cc1)CCCC3,98,70,99,150,106,126,94,116,94
CCN(CC)Cc1nnc(CCC(=O)c2nc3ccc([N+](=O)[O-])cc3[nH]2)o1,103,71,x,125,109,101,108,105,102
C/C(=N/Nc1ccc([N+](=O)[O-])cn1)C(C)(C)C,99,94,106,105,107,102,107,102,102
O=C(O)CN1C(=O)/C(=C/c2ccccc2)SC1=S,103,85,107,100,102,108,95,102,107
CN(C)N=Nc1ccc(-c2ccccc2)cc1,107,x,88,128,101,95,84,112,96
Cc1cccc(C)c1NC(=O)CN1CCCCC1C (stereo not given),102,89,104,97,100,109,104,105,99
COc1cc(CN(CCC(O)N2CCCC2=O)Cc2ccccc2)cc(OC)c1OC (stereo not given),106,90,99,103,98,102,107,102,103
Nc1ccc2cc(S(=O)(=O)O)cc(O)c2c1N=Nc1ccc(F)cc1,104,51,93,123,105,107,112,102,100
COc1ccc2c(c1)CC[C@@H]1[C@@H]2CC[C@]2(C)[C@@H](O)C(=O)C[C@@H]12,105,85,100,109,114,105,96,x,106
CC1(C)OC(=O)c2ccccc21,110,x,105,102,105,93,106,114,98
CC(=O)O[C@H]1CC[C@@]2(C)C(=CC[C@@H]3[C@@H]2CC[C@]2(C)C(=O)N(O)C(=O)C[C@@H]32)C1,73,97,76,101,59,89,97,78,81
C[C@@H](Nc1c(C#N)cnc2ccc(-c3cnc4[nH]ncc4c3)cc12)c1ccccc1,40,8.2*,20,-6.5*,8.6*,80,11,33,11
COc1cc(C2CC(c3cccc(Nc4ccncc4)c3)=NN2C(C)=O)cc(OC)c1OC (stereo not given),88,89,71,98,98,79,94,95,88
CCCOc1ccc(-c2nc(-c3ccc([N+](=O)[O-])cc3)cs2)cc1,95,73,103,113,96,94,97,108,85
COc1ccc(-c2nc3ccccc3s2)cc1S(=O)(=O)O,102,69,105,105,102,112,108,114,103
C#Cc1ccc(-n2c(/C=C/c3cc(OC)ccc3OC)nc3ncccc3c2=O)cc1,103,71,89,118,82,111,96,108,99
CC(O)c1ncc(/C=C2\SC(=S)N(Cc3ccco3)C2=O)s1 (stereo not given),97,78,74,117,86,105,93,107,94
COc1ccc(N=Nc2c(N)nn3c(-c4ccccc4)cc(C)nc23)cc1,87,78,103,110,97,109,98,94,107
COC(=O)c1c(C(=O)OC)c2n(c1C)[C@@H](CCN1CC(=O)N3[C@@H](c4ccccc4)SC[C@H]3C1=O)SC2,111,80,99,93,102,99,98,102,100
Cc1cc(=O)[nH]c(O)c1C#N,106&97&102,105&84&87,96&104&100,93&107&103,107&103&98,116&110&109,94&102&102,100&114&101,99&103&98
COc1cc(C2Nc3n[nH]c(-c4ccccc4)c3C(=O)CS2)cc(OC)c1OC (stereo not given),111,89,98,123,102,108,113,105,102
CS(=O)(=O)c1ccccc1N,98,97,113,106,98,101,93,97,103
O=C(c1ccccc1)c1no[n+]([O-])c1C(=O)c1ccccc1,102,82,102,119,100,110,104,104,101
CC(O)(P(=O)(O)O)P(=O)(O)O,115,78,101,114,101,108,107,114,98
Cc1ccc2c(c1)C(C(C)C)CCC2(C)C (stereo not given),100,96,84,99,105,97,103,101,99
# (listing goes on)
SMILES,SW-620,UO-31,HCT-116,TK-10,HCT-15,HT29,SN12C,HCC-2998,786-0
C[C@H]1[C@H](C)CC[C@]2(C(=O)NCCCNCCCCNCCCN)CC[C@]3(C)C(=CC[C@@H]4[C@@]5(C)C/C(=C/c6ccco6)C(=O)C(C)(C)[C@@H]5CC[C@]43C)[C@H]12,101,84,96,102,96,103,92,114,98
COc1ccc(C2N(c3ccc([N+](=O)[O-])cc3)N=C(C(C)=O)N2[C@H]2[C@H](OC(C)=O)O[C@H](COC(C)=O)[C@@H](OC(C)=O)[C@@H]2OC(C)=O)cc1 (stereo not given in full),82,68,65,106,68,78,86,88,94
Cc1cc2nc3c4cc(Cl)ccc4n(CC(=O)O)c3nc2cc1C,96,57,87,152,98,100,93,128,106
COc1ccc(-n2nc3c(c2-c2cc(OC)c(OC)c(OC)c2)-c2oncc2CC3)cc1,94,53,87,86,80,82,81,106,61
O=C(CSc1nc2ccccc2c(=O)[nH]1)Nc1ccccc1C(=O)O,130,72,107,116,87,124,99,125,107
N=C(N)SCc1cccc2ccccc12,x,66,77,92,86,82,82,86,82
COC(=O)C(OC(C)=O)C(OC(C)=O)c1ccc(OC)c(OC)c1 (stereo not given),118,106,82,115,98,97,101,108,101
COc1ccc(-c2nc(SCC(C)C)nc(NC3CC3)c2C#N)cc1,107&101,81&88,77&93,102&109,108&105,101&87,79&96,107&118,89&101
C=CCSc1nnc(-c2ccc3nc(-c4ccccc4)[nH]c3c2)o1,114,90,110,91,82,95,103,105,81
O=C(Nc1ccsn1)c1ccc(Cl)cc1Cl,106,98,106,136,96,99,102,104,98
CCOC(=O)c1ccc(N(CC2CO2)S(=O)(=O)c2ccc(C)cc2)cc1 (stereo not given),105,77,98,98,98,88,95,77,111
CN(C)CCCN(Cc1ccccc1O)C(=S)Nc1ccc(F)cc1,97,77,103,108,96,106,103,109,105
CN1CCN(CCOc2ccc(-c3cnc4c(-c5ccc(C(F)(F)F)cc5)cnn4c3)cc2)CC1,-63*,38,-55*,67,-34*,-15*,54,33,-57*
CC(O)COc1ccc(Cl)cc1Cl (stereo not given),104,x,111,108,101,114,111,x,x
Cc1nc(N/N=C/c2ccccc2O)c(C#N)c(C#N)c1C,91,56,84,103,62,83,87,97,82
CCOC(=O)CNC(=O)c1ccccc1C(=O)O,106,88,103,100,109,104,104,108,106
COc1cccc(C2C(C#N)=C(N)Oc3cc(OC)ccc32)c1 (stereo not given),26,42,7.0*,51,10,-21*,25,0.1*,30
COc1cccc(-c2nn(C(C)(C)C)cc2-c2ccnc(NCCCNS(=O)(=O)c3cccc(F)c3)c2)c1,108,91,105,96,106,109,105,110,101
CNC(=O)c1cc(Oc2ccc3nc(NC(=O)c4cc(F)cc(F)c4)sc3c2)ccn1,100,84,92,103,88,102,78,100,75
NC(C(=O)O)c1ccc(CBr)cc1 (stereo not given),99,81,101,106,97,102,108,103,104
CCOC(=O)Cn1c(O)c(N=Nc2ccc(S(N)(=O)=O)cc2)c2cc(Br)ccc21,63,88,14,86,85,64,88,96,99
Nc1nc(=S)[nH]c(N)c1N=O,114,93,96,99,104,95,109,83,x
FC(F)(F)c1ccc2nc(-c3nc(-c4ccccc4)n4ccccc34)[nH]c2c1,72,81,8.8*,94,60,15,53,83,40
O=C(Nc1cccc(Cn2c(=O)[nH]c3ccc(Oc4ncccn4)cc3c2=O)c1)c1ccc(Cl)cc1,71,48,39,58,59,40,64,82,70
CCOC(=O)Cn1c(SCC(=O)Nc2nc3ccc(C)cc3s2)nc(-c2ccccc2)c(C#N)c1=O,95,60,99,186,114,109,101,100,102
# (more compounds)
SMILES,SW-620,UO-31,HCT-116,TK-10,HCT-15,HT29,SN12C,HCC-2998,786-0
OC(c1cccc(C(F)(F)F)c1)c1cnccc1OC1CCCCCC1 (stereo not given),94,75,59,89,84,80,85,93,76
COc1cc(/C=N\NC(=S)Nc2ccc(S(=O)(=O)N3CCCCC3)cc2)cc(OC)c1OC,103,65,112,103,91,100,97,108,119
Nc1nc(Cl)c2ncn(CCCCCB(O)O)c2n1,105,91,98,99,107,122,109,105,105
CCC(CC)c1ccccn1,109,89,111,111,97,128,96,94,104
CCN(CC)CCCC(C)N/C(c1cccc(OC)c1)=c1\c(=O)[nH]n(-c2c3ccccc3nc3ccccc23)c(=O)\c1=C(/NC(C)CCCN(CC)CC)c1cccc(OC)c1 (stereo not given),-22*,-48*,-9.9*,-23*,2.7*,-68*,5.8*,-73*,3.3*
COc1ccc(-c2csc(NC(=O)CN3CCN(c4cc(=O)[nH]c5ccc(F)cc45)CC3)n2)cc1,90,75,84,68,84,73,71,95,81
C(=NNc1ncnc2ccccc12)c1cccnc1,103,84,103,x,107,117,100,109,103
O=C(O)CCC(NC(=O)c1ccccc1C(=O)O)C(=O)O (stereo not given),110,90,96,123,101,116,107,107,101
Oc1[nH]c2ccccc2c1N=Nc1nnc2n1N=C(c1ccccc1)CS2,106,100,86,94,105,73,99,81,82
CCSc1nc2nccnc2c(=O)[nH]1,95,83&87,92&99,115&96,101&112,106&110,113&93,109&101,92&105
Nc1nc2c(s1)Nc1ccccc1NC2=O,110,66,89,141,104,102,100,105,114
C=CCNC(=S)NN(C)C,114,83,105,89,101,98,98,100,97
Cc1cccc(-c2n[nH]c(=S)n2N2C(=O)CSC2=S)c1,97,87,102,100,100,106,101,109,99
O=C(Nn1c2c(sc1=NCc1ccccc1)C(=O)c1ccccc1C2=O)c1cc2ccc1CCc1ccc(cc1)CC2,78,38,56,124,55,100,62,101,83
Nc1cccc(-c2nc3sccn3c2-c2ccnc(NCCNS(=O)(=O)c3ccc(F)cc3)n2)c1,111,67,93,112,93,81,81,117,93
COc1cc2c(c(OC)c1OC)C(=O)/C(=C\c1ccccc1)O2,98,75,70,115,79,87,79,125,87
COc1cccc(/C=C/c2c(C(C)=O)c(C)nc3ccccc23)c1,92,68,70,90,67,87,89,98,94
Cc1cccc(Cl)c1NC(=O)c1ccc2nc(NC(=O)NCCN(C)C)sc2c1,103,90,92,111,99,80,92,105,88
CC[C@H](C)[C@H]1NC(=O)[C@@H](N[C@](C)(O)[C@@H](N)CC(C)C)[C@@H](C)OC(=O)[C@H](Cc2ccc(OC)cc2)N(C)C(=O)[C@@H]2CCCN2C(=O)[C@H](CC(C)C)NC(=O)[C@@H](C)C(=O)[C@H](C(C)C)OC(=O)C[C@@H]1O,0.6*,-20*,-15*,-15*,0.6*,-25*,-8.7*,-27*,-26*
CC1CC(C)C2C(C1)C(=O)C(C)C1C(C)CC(C)C(C(C)O[C@H]3OC(CO)[C@H](O)C(O[C@@H]4OC(CO)[C@@H](O)C(O)[C@@H]4O)[C@H]3O)OC(=O)C12 (stereo not given in full),103,96,100,110,103,100,104,104,109
CC(C)OC(=O)[C@H](C)N[P@@](=O)(OC[C@@]1(C)O[C@@H](n2ccc(N)nc2=O)C[C@@H]1O[P@](=O)(N[C@@H](C)C(=O)OC(C)C)Oc1ccccc1)Oc1ccccc1,95,83,101,110,109,108,107,89,112
Cn1c(=O)c2nc(SCCO)n(C)c2n(C)c1=O,108,72,103,111,97,118,104,113,106
Cc1ccccc1SCCc1ccncc1,94,87,87,x,99,93,94,95,99
CCN(CC)CCOC(=O)CC1CCCCC1,116,74,106,109,102,107,101,111,113
O=[N+]([O-])c1ccc(Cn2c(-c3cscn3)nc3ccccc32)cc1,107,87,96,94,102,97,105,107,105

# Continued; the last six above are carried over.
SMILES,SW-620,UO-31,HCT-116,TK-10,HCT-15,HT29,SN12C,HCC-2998,786-0
CC1CC(C)C2C(C1)C(=O)C(C)C1C(C)CC(C)C(C(C)O[C@H]3OC(CO)[C@H](O)C(O[C@@H]4OC(CO)[C@@H](O)C(O)[C@@H]4O)[C@H]3O)OC(=O)C12 (stereo not given in full),103,96,100,110,103,100,104,104,109
CC(C)OC(=O)[C@H](C)N[P@@](=O)(OC[C@@]1(C)O[C@@H](n2ccc(N)nc2=O)C[C@@H]1O[P@](=O)(N[C@@H](C)C(=O)OC(C)C)Oc1ccccc1)Oc1ccccc1,95,83,101,110,109,108,107,89,112
Cn1c(=O)c2nc(SCCO)n(C)c2n(C)c1=O,108,72,103,111,97,118,104,113,106
Cc1ccccc1SCCc1ccncc1,94,87,87,x,99,93,94,95,99
CCN(CC)CCOC(=O)CC1CCCCC1,116,74,106,109,102,107,101,111,113
O=[N+]([O-])c1ccc(Cn2c(-c3cscn3)nc3ccccc32)cc1,107,87,96,94,102,97,105,107,105
COc1ccc(-c2nc(SCC(=O)Nc3ccc(C(=O)/C=C/c4ccc(Cl)cc4)cc3)[nH]c(=O)c2C#N)cc1OC,107,95,x,92,103,96,x,102,x
O=C(CSc1nnc(COc2cnc3ccccc3n2)o1)Nc1ccc(Cl)cc1,102,71,96,126,92,102,94,96,103
O=C1c2ccccc2S(=O)(=O)N1CO,101,93,113,104,101,107,109,95,103
CCCCCOC(=O)/C=C/c1ccccc1,110,83,105,86,103,82,105,108,112
CN1CCN(CCNC(=O)Nc2ncccc2OCc2cccc(F)c2)CC1,96,85,97,98,99,96,96,95,99
COc1cc(OC)c(OC)cc1C=NNc1ncnc2ccccc12,99,82,103,x,104,118,106,116,103
COc1cc(OC)c(NC(=O)C(Sc2nc(C)cc(C)c2C#N)c2ccccc2)cc1Cl (stereo not given),107,102,87,96,98,107,98,111,74
O=C(O)c1cn(C2CC2)c2cc(N3CCN(C(=O)CO[N+](=O)[O-])CC3)c(F)cc2c1=O,105,87,94,97,104,99,97,106,103
Cc1cnc(C(=O)NNc2nc3cc(F)ccc3n3c(C(=O)N4CC5CC(C4)N5)ccc23)cn1,32,23,17,41,32,41,32,59,-2.6*
CC(=O)C1OC1(C)C (stereo not given),102,83,98,110,101,108,100,99,105
COc1cc(NC(=O)SC2=NCCS2)cc(OC)c1,96,94,108,126,105,103,92,114,101
COc1cc(/C=N/NC(=O)Cn2c(C(C)C)nc3ccccc32)ccc1O,96,85,82,106,99,98,95,103,104

# Structures listed so far that have a tert-butyl group:
SMILES,SW-620,UO-31,HCT-116,TK-10,HCT-15,HT29,SN12C,HCC-2998,786-0
C/C(=N/Nc1ccc([N+](=O)[O-])cn1)C(C)(C)C,99,94,106,105,107,102,107,102,102
COc1cccc(-c2nn(C(C)(C)C)cc2-c2ccnc(NCCCNS(=O)(=O)c3cccc(F)c3)c2)c1,108,91,105,96,106,109,105,110,101

# High-throughput results: PubChem BioAssay, NCI
